Source: PubChem
MITF inh – inhibitors of human MITF; O75030; AlphaScreen MITF homodimerization, bead proximity signal; inhibition, % at 2.6 µM; 650,000 compounds, 0.91% hits; in the data active = inhibition above about 50%;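 also: 0% = vehicle wells with protein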
Target sequence (O75030 whole entry, looked up): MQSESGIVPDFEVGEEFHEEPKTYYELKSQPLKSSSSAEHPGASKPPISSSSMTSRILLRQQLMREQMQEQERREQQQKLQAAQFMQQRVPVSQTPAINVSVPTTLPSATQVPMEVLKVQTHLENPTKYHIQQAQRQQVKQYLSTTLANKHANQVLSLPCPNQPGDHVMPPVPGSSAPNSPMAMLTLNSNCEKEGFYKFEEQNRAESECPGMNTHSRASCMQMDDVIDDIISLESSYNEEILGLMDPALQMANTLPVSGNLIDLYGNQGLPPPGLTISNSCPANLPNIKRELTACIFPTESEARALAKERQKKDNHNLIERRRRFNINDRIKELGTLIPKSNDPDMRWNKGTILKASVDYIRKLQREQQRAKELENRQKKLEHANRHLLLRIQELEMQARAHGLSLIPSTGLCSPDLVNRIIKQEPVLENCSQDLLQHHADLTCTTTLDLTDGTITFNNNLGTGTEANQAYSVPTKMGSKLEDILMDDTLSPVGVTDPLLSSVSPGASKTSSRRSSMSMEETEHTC
FBW7 act – activators of human E3 ligase FBW7; normalized activity (activation), % at 26.1 µM; AlphaScreen FBW7–phospho-cyclin E peptide binding, activator screen; 650,000 compounds, 0.13% hits; in the data active = normalized activity above about 1.9%;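 also: purified mutant Fbw7 with reduced substrate affinity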
TEAD-YAP block – TEAD-YAP interaction inhibition; AID 1259422; inhibition, % at 9.12 µM; HEK-TIYL cells, TEAD-Gal4/YAP UAS-luciferase luminescence; 640,000 compounds, 1.4% hits; in the data active = inhibition above about 32%;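 also: 0% = median of test compound wells and 100% = reference inhibitor wells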
GPR151 ag – activators of human GPR151; Q8TDV0; PathHunter beta-arrestin GPR151 cells, luminescence; activation, % at 11.2 µM; 650,000 compounds, 1% hits; AID 1508602; in the data active = activation above about 4.9%;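 also: 0% = median of compound wells and 100% = cells with positive control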
Target sequence (Q8TDV0 whole entry, looked up): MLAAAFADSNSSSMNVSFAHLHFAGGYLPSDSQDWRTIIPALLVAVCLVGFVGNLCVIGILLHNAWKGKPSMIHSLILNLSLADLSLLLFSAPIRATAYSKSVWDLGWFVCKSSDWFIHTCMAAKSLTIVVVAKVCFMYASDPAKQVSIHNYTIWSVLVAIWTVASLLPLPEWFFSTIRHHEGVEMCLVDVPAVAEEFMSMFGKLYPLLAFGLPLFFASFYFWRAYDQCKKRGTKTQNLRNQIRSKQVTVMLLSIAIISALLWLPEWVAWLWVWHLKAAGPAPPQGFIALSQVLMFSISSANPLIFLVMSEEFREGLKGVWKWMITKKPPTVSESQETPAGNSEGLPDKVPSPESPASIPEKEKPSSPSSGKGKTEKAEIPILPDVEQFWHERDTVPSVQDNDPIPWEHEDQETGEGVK
Starred values were filed as active, the others as inactive; nt = no result given.

Sample of the layout:
SMILES	MITF inh	FBW7 act	TEAD-YAP block	GPR151 ag
CCc1cccc(OCCOCCN2CC(C)OC(C)C2)c1 (centres undefined)	22	-0.1	6	-0.2
Cc1cc(/C=C(/C#N)C(=O)NCc2ccccc2)c(C)n1-c1ccc2c(c1)OCO2	-4	0.0	-1	0.3
COC(=O)C(NC(=O)NC12CC3CC(CC(C3)C1)C2)C(C)C (centres undefined)	-9	0.0	0	0.0
Cc1ccc([N+](=O)[O-])c(OCCCCN2CCOCC2)c1	24	0.5	-14	-0.7
CN(CC(=O)NCc1ccccc1Cl)S(=O)(=O)c1cccs1	7	-0.1	10	-0.1
CCOC(=O)c1cc2occc2n1CC(=O)N1CCCCC1CC (centres undefined)	4	0.2	-5	-0.3

Results, from the first entry:
SMILES	MITF inh	FBW7 act	TEAD-YAP block	GPR151 ag
CCc1cccc(OCCOCCN2CC(C)OC(C)C2)c1 (centres undefined)	22	-0.1	6	-0.2
Cc1cc(/C=C(/C#N)C(=O)NCc2ccccc2)c(C)n1-c1ccc2c(c1)OCO2	-4	0.0	-1	0.3
COC(=O)C(NC(=O)NC12CC3CC(CC(C3)C1)C2)C(C)C (centres undefined)	-9	0.0	0	0.0
Cc1ccc([N+](=O)[O-])c(OCCCCN2CCOCC2)c1	24	0.5	-14	-0.7
CN(CC(=O)NCc1ccccc1Cl)S(=O)(=O)c1cccs1	7	-0.1	10	-0.1
CCOC(=O)c1cc2occc2n1CC(=O)N1CCCCC1CC (centres undefined)	4	0.2	-5	-0.3
C(=N\N1CCOCC1)/c1c(-c2ccccc2)[nH]c2ccccc12	15	0.0	31	0.4
O=C(CCSCCC(=O)N1CCc2ccccc21)N1CCc2ccccc21	-7	0.6	7	4.6
Cc1nc2cc(N=Cc3ccc([N+](=O)[O-])cc3)ccc2s1	6	0.0	1	-0.1
CC(=O)c1cc2c(cc1NC(=O)C(F)(F)Cl)OCO2	2	0.1	-2	4.8
O=C(c1cccnc1)N1CCC(Oc2ccc(Cl)cc2)CC1	20	1.0	3	-0.5
CN(C)C(=O)c1ccc(-c2n[nH]c(=O)c3ccccc23)cc1	1	-0.1	5	1.3
COc1cc(CN2CCc3nnc(C(C)NC(=O)C(C)C)n3CC2)ccc1O (centres undefined)	-3	-0.1	4	0.2
CC(C)NC(=O)c1ccc(-c2ccccc2)s1	-6	-0.1	-95	-1.6
CCCN1C(=O)NC2C1NC(=O)N2CCC (centres undefined)	1	0.0	-6	-0.2
COc1ccc(S(=O)(=O)CCC(=O)Nc2ccc(C(C)C)cc2)cc1	19	0.7	4	-1.0
COCc1cc(C)nc2sc(C(=O)Nc3ccc(OC)cc3)c(N)c12	12	1.3	-39	-0.4
Cc1ccc(CC2(CCC(=O)N3CCCC(C(=O)N4CCOCC4)C3)CCC(=O)N2)cc1 (centres undefined)	7	0.0	-2	-0.1
COCCn1nnnc1CN1CCN(C2CCCCC2)CC1	15	0.1	1	0.8
O=C(NCCN1CCN(C(=O)c2cccs2)CC1)c1cccs1	6	0.4	15	1.8
Cc1ccc(-n2c(=S)sc3c(=O)n(-c4ccccc4)c(SCc4cccc([N+](=O)[O-])c4)nc32)cc1C	24	0.2	-21	-0.3
Cc1cc(C)cc(NC(=O)Nc2nnc(N3CCCCCC3)s2)c1	0	-0.1	1	2.5
COc1ccc(/C(N)=N/OC(=O)CCC2CCCCC2)cc1	-11	0.1	-4	-1.0
NC(=O)c1oc2ccccc2c1NC(=O)C1(c2ccc(Cl)cc2)CCCC1	22	0.1	2	0.6
COc1ccc(S(=O)(=O)NN=C2CCCC2)cc1	3	0.1	5	1.2
COc1ccc(Br)cc1C1C(C(=O)OC2CCCCC2)=C(C)Nc2nnnn21 (centres undefined)	-1	0.0	0	0.2
Cc1nc2ncnn2c(C)c1CCC(=O)Nc1ccc(-c2nc3ccccc3[nH]2)cc1	6	0.2	-14	1.2
COc1ccc(N2C(=O)CC(N3CCC(C(N)=O)CC3)C2=O)cc1 (centres undefined)	-10	0.0	3	1.4
CCOC(=O)CN(c1cc(C)cc(C)c1)S(=O)(=O)c1ccccc1	0	-0.1	-4	1.3
O=C(Nc1ccc(Cl)cc1)NC1(C(=O)O)CCCCC1	9	0.1	-1	1.5

Single values from above:
`Cc1cc(C)cc(NC(=O)Nc2nnc(N3CCCCCC3)s2)c1` in GPR151 ag: 2.5
`COc1ccc(Br)cc1C1C(C(=O)OC2CCCCC2)=C(C)Nc2nnnn21` (centres undefined) in GPR151 ag: 0.2

The listing continues.
SMILES	MITF inh	FBW7 act	TEAD-YAP block	GPR151 ag
O=[N+]([O-])c1cccc(/C(=N/O)N2CCCCC2)c1	8	-0.1	-8	1.7
O=C(Nc1ccc(-c2cscn2)cc1)C1CCCN(Cc2ccncc2)C1 (centres undefined)	-2	-0.1	11	-0.1
O=c1c2cc3c(cc2[nH]c(=S)n1Cc1ccco1)OCO3	-4	-0.1	-4	0.5
O=C1COc2ccc(C(=O)COC(=O)Cn3nnc(-c4ccccc4)n3)cc2N1	4	0.1	9	-0.7
COc1ccc(-c2nc3c(Nc4ccc(NC(C)=O)cc4)ncnc3n2C(C)C)cn1	-3	-0.1	-3	2.6
Cc1ccc([N+](=O)[O-])cc1S(=O)(=O)N1C(=O)c2cccc3cccc1c23	-1	-0.2	5	1.0
CN1CCCN(Cc2nc(-c3ccc(Cl)cc3)no2)CC1	-24	-0.1	-18	-0.3
CN1CCN(C(=O)c2ccc(-c3nc4ccc(C(=O)NCc5ccccc5)cc4s3)cc2)CC1	-1	0.1	1	1.1
COc1ccc(/C=N\NC(=O)C(O)c2ccc(Br)cc2)cc1 (centres undefined)	-12	-0.1	-3	0.9
Cc1cc(NC2CC2)nc(Oc2ccccc2)n1	9	0.9	-17	3.6
Cc1ccn2c(C(=O)N/N=C\c3ccccc3[N+](=O)[O-])c(C)nc2c1	-6	0.0	-4	0.3
CC(C)(C)C(=O)Nc1ccc2c(c1)CCN2C(=O)C1CC1	10	0.3	-2	-0.5
CSC1=NCCN1C(=O)c1ccc(C(C)(C)C)cc1	1	0.0	-19	1.0
COc1cc(CN2CCN(C)CC2)ccc1OCc1ccccc1	0	-0.2	26	3.5
CCOC(=O)C1CCN(c2c(N3CCN(c4cccc(Cl)c4)CC3)c(=O)c2=O)CC1	3	0.1	-5	5.2*
COC(=O)c1ccc(/C=N/NC(=O)CNc2ccc3ccccc3c2)cc1	15	0.1	-4	-0.8
COc1ccc(C2CC(C(F)(F)F)n3nc(C(=O)NC4CCCCC4)c(Cl)c3N2)cc1 (centres undefined)	20	0.4	8	3.5
Cc1ncc2c(c1CNC(=O)Cc1ccsc1)CCN(Cc1ccc(O)c(Cl)c1)C2	9	-0.1	-8	-0.6
Sc1c(C=Nc2ccc(I)cc2)sc2ccccc12	15	0.1	-1	-0.1
O=C(Nc1ccc2nc3n(c(=O)c2c1)CCCCC3)c1ccccc1[N+](=O)[O-]	-11	-0.3	-13	0.2
Cc1cc(S(=O)(=O)N2CC=C(c3ccccc3)CC2)c(C(F)(F)F)o1	-2	0.0	-10	0.0
Cc1ccc(N2C(=O)CC(NC3CC3)C2=O)cc1 (centres undefined)	20	0.3	-5	-1.4
CN(C(=O)COC(=O)c1ccc(Cl)nc1)C1CCS(=O)(=O)C1 (centres undefined)	8	-0.1	-2	1.0
CC1=C(C(=O)OC(C)C)C(c2ccc3c(c2)OCO3)c2c([nH]c(=O)[nH]c2=O)N1 (centres undefined)	3	0.1	8	-1.1
COc1ccc(C(=O)Nc2ccc(Cl)c([N+](=O)[O-])c2)cc1Br	3	0.0	-6	0.8
CCOC(=O)c1sc(NC(=O)c2c(F)cccc2F)nc1C	-6	0.0	-7	7.8*
O=C(Nc1cccc2cccnc12)c1ccccc1S(=O)(=O)c1ccc([N+](=O)[O-])cc1	3	0.2	-6	2.0
Cc1ccc2oc(-c3cccc(NC(=S)NC(=O)c4ccco4)c3)nc2c1	17	-0.1	-60	-1.0
CC(Cc1cncs1)NC(=O)C1CC(Cc2ccc(F)cc2)=NO1 (centres undefined)	-9	-0.1	-41	1.1
Cc1cccc(N2CCN(c3ccc(C(=O)Nc4cc(F)cc(F)c4)cc3[N+](=O)[O-])CC2C)c1 (centres undefined)	17	0.8	1	-0.4
CCOc1ccc2sc(NC(=O)Cn3ncc4c(=O)oc5ccccc5c43)nc2c1	-20	0.3	-1	-0.2
O=C(COC(=O)c1cc(=O)[nH]c2ccccc12)NCCN1C(=O)CSC1=O	-2	0.0	0	-1.1
COc1cc(C#N)ccc1OCC(=O)NC(C)c1ccc(F)cc1 (centres undefined)	2	-0.1	2	1.2
O=C(O)CCCC/C=C\C[C@@H](O)/C=C/C=C/C=C\[C@@H](O)CCCC(=O)O	-12	nt	nt	-2.1
CCN(CC)C(=O)CSc1nc2ccccc2c(=O)n1CCCC(=O)NCCc1ccc(OC)c(OC)c1	-5	0.0	-12	1.2
COC(=O)C(Cc1ccccc1)NCc1ccc(Cl)cc1 (centres undefined)	43	0.0	-10	0.3
Cc1cccc(C(C#N)c2cc(C)nc3ncnn23)c1 (centres undefined)	12	2.1*	16	-1.9
Cc1ccc(NC(=O)c2ccc(C)o2)nc1	8	0.5	-7	-8.1
Cc1ccc(CNC(=O)CC(C)(C)CC2=NS(=O)(=O)c3ccccc3N2)cc1	6	-0.1	-1	-0.1
O=C(c1ccc(S(=O)(=O)Cc2cccc(F)c2)c([N+](=O)[O-])c1)N1CCOCC1	1	0.0	5	1.3
COc1ccc2[nH]c(=O)c(C(c3nnnn3Cc3ccccc3)N3CCCC3)cc2c1 (centres undefined)	-4	-0.2	-5	1.9
Cc1nn(C)c(C)c1-c1nc2ncnc(NCCOc3ccccc3)c2[nH]1	6	-0.2	-1	0.3
CC(C)C(N)C(=O)N1CCOCCOCCOCC1 (centres undefined)	-10	-0.1	-5	2.3
C=CCNc1nnc(C23CC4CC(CC(C4)C2)C3)s1	-1	-0.1	-11	-0.8
CCCS(=O)(=O)NC1CCN(c2nc(-c3ccc(F)cc3)cs2)CC1	24	0.3	6	-0.7
CCN1C(=O)/C(=C\c2ccc(NC(=O)c3ccc([N+](=O)[O-])o3)cc2)SC1=S	1	0.1	6	1.5
Cc1ccc(NC(=O)c2cncc(Br)c2)c(C)c1	0	0.1	-18	-0.1
CCCS(=O)(=O)c1c(S(=O)(=O)CCC)c2cnccn2c1C(=O)c1ccc(F)cc1	4	-0.1	1	-0.7
O=C(Nc1nnc(-c2ccccc2)s1)c1c(F)cccc1F	16	0.1	-11	1.8
CCOC(=O)Cc1csc(SCC(=O)c2c(C)[nH]c3ccccc23)n1	5	0.2	2	2.1
Cc1ccc2[nH]c(=O)c3cc(C(=O)N4CCN(C)CC4)sc3c2c1	-1	0.0	0	-0.2
CN1CCNC(=O)C1CC(=O)N1CC=C(c2ccc(F)cc2)CC1 (centres undefined)	9	0.6	9	0.6
CCSc1ncc(Cl)c(C(=O)Nc2ccccc2C(=O)OC)n1	15	0.0	-6	-0.7
CNC(=S)NNC(=O)Cc1ccccc1	-3	-0.1	7	-0.8
CC1=C(C(=O)OCC(F)(F)F)C(c2cccc(Oc3ccccc3)c2)NC(=O)N1 (centres undefined)	-7	0.0	-9	-0.1
COc1ccc2c(c1OC)C(=O)OC2Nc1cc(S(N)(=O)=O)ccc1O (centres undefined)	12	0.5	5	1.0
CC1(C)CC(C(CCNCc2ccccc2)c2ccc(F)cc2)CCO1 (centres undefined)	-7	-0.5	5	0.5
CCOC(=O)c1ccccc1NC(=O)c1cnc(N2CCN(c3ccccn3)CC2)c2ccccc12	-6	0.0	9	-0.4
CC1CN(Cc2ccc([N+](=O)[O-])cc2)CC(C)O1 (centres undefined)	43	-0.5	7	-1.3
C=CCOn1c(=O)c(-c2ccc(F)cc2)[n+]([O-])c2ccccc21	7	-0.1	16	3.3

4 compounds picked at random from the list so far:
SMILES	MITF inh	FBW7 act	TEAD-YAP block	GPR151 ag
O=C(COC(=O)c1cc(=O)[nH]c2ccccc12)NCCN1C(=O)CSC1=O	-2	0.0	0	-1.1
Cc1nn(C)c(C)c1-c1nc2ncnc(NCCOc3ccccc3)c2[nH]1	6	-0.2	-1	0.3
Cc1ccc([N+](=O)[O-])cc1S(=O)(=O)N1C(=O)c2cccc3cccc1c23	-1	-0.2	5	1.0
CCOC(=O)c1cc2occc2n1CC(=O)N1CCCCC1CC (centres undefined)	4	0.2	-5	-0.3

(further entries)
SMILES	MITF inh	FBW7 act	TEAD-YAP block	GPR151 ag
Cc1nc(C)c(C(=O)Nc2ccc(Cl)cc2)o1	7	0.0	-3	1.6
COc1ccc(S(=O)(=O)O/N=C2\C=C(C(C)C)C(=O)C=C2C)cc1	29	0.0	11	2.3
COc1cc(C2C3=C(Nc4ncnn42)c2ccccc2OC3c2ccccc2)cc(OC)c1OC (centres undefined)	-3	-0.2	-2	3.8
COC(=O)CCN(C(=O)c1ccc(C)cc1)c1ccccn1	14	0.1	-4	-1.3
CCC[C@@H]1NC(=O)[C@@H]2C[C@H](NCc3cc(C)ccc3F)CN2C1=O	-2	-0.1	-7	9.4*
CS(=O)(=O)Nc1ccc(-c2cnc3cccc(Nc4cc(-c5ccccc5)ccn4)c3c2)cc1	21	2.4*	12	-0.7
O=C(NCc1ccncc1)c1nnc2n(c1=O)CCN2c1ccccc1	-6	-0.1	1	1.9
O=C(Nc1ccccc1)c1ccccc1Oc1ccc(C(F)(F)F)cc1[N+](=O)[O-]	13	0.0	3	0.8
Cn1nc(-c2ccccc2)cc1C(=O)N1CCC(Cn2cccn2)CC1	0	-0.1	4	2.0
CCN(CC)CCNC(=O)CCN1N=C(c2ccccc2)CCC1=O	3	0.8	9	-0.9
CN(CCC1CCCCO1)C(=O)CC1(c2cccc(F)c2)CC(=O)N(C2CCCC2)C1=O (centres undefined)	9	0.4	-12	1.3

Rows are unselected; about 3.4% have a hit in one of these screens.
